Assay outcomes deposited in PubChem by National Center for Advancing Translational Sciences (NCATS).
AmpC inh detg = blocks E. coli AmpC beta-lactamase in detergent assay; P00811; AmpC hydrolysis of nitrocefin, absorbance 480 nm, 0.01% Triton; Potency, µM (top dose mostly 114 µM), inactives show top-dose activity change, negative = inhibition, usual class: inhibitors; hit rate 0.041% among 370,000; AID 485294;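 further: potency means the concentration at half of the fitted maximal effect; 0% = no-compound wells and -100% = no-enzyme wells; nearly all actives have a fitted effect of over 25% in size; some results filed as inactive show a strong effect at the top dose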
Target sequence (P00811 whole entry, looked up): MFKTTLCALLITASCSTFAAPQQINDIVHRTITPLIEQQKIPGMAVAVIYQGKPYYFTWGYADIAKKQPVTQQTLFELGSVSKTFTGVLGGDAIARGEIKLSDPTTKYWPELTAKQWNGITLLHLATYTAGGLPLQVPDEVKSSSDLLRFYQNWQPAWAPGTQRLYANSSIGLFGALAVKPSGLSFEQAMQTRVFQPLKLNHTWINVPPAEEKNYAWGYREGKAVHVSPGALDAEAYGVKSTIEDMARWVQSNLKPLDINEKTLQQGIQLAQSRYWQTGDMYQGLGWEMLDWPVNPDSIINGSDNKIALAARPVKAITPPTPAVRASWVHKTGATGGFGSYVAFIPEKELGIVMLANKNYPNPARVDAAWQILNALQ
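20 mM phosphate pH 7.0 + 0.01% (detergent screen) or 0.0001% Triton X-100; 5.3 nM AmpC reagent; cpd preinc 15 min RT; nitrocefin (800 uM stock) to start; A480 q20 s × 4 min; Activity was normalised to no-enzyme and no-compound control wells.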
AMA1-RON2 inh = AMA1-RON2 (P. falciparum) interaction inhibition | hit rate 0.2% among 360,000 | AlphaScreen AMA1-biotinylated RON2 peptide binding | Potency, µM (titrated, usually from 58.2 µM), for inactives: at the highest dose activity change, negative = inhibition, hits mostly inhibitors;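 further: potency means the concentration at half of the fitted maximal effect; 0% = vehicle wells and -100% = peptide control; nearly all actives have a fitted effect of over 45% in size; some results filed as inactive show a strong effect at the top dose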
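AMA1 (3D7) with his tag at 25 nM final met compounds first, then biotinylated RON2 peptide at 25 nM; detection used donor plus acceptor beads, 10 µg/mL apiece, read by AlphaScreen after 30 min at room temperature.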
AmpC no deterg = blocks E. coli AmpC beta-lactamase in detergent-free assay. P00811. AmpC nitrocefin hydrolysis, absorbance 480 nm, 0.0001% Triton. Potency, µM (top dose mostly 57.1 µM), for the others: top-dose activity change, negative = inhibition, actives largely listed as inhibitors. hit rate 0.52% among 330,000;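 further: potency means the concentration at half of the fitted maximal effect; plate controls were no compound for no effect and no enzyme for full effect; nearly all actives have a fitted effect of over 20% in size; some results filed as inactive show a strong effect at the top dose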
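20 mM phosphate pH 7.0 + 0.01% (detergent screen) or 0.0001% Triton X-100; 5.3 nM AmpC reagent; cpd preinc 15 min RT; nitrocefin (800 uM stock) to start; A480 q20 s × 4 min; Activity was normalised to no-enzyme and no-compound control wells.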
Sm TGR block = blocks Schistosoma mansoni thioredoxin glutathione reductase | hit rate 3% among 360,000 | Q962Y6 | purified TGR, DTNB reduction, TNB absorbance 405 nm | Potency, µM (highest dose often 114 µM), for the others: top-dose activity change, negative = inhibition, usual class: inhibitors; further: potency means the concentration at half of the fitted maximal effect; nearly all actives have a fitted effect of over 60% in size
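Kinetic colorimetric format: TGR-catalysed, NADPH-driven DTNB reduction monitored via TNB absorbance. Enzyme dispensed at 20 nM; compound exposure 15 min at room temperature before reaction start.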
LmPK inh = LmPK (Leishmania mexicana) enzyme inhibition; Q27686; purified LmPK, Kinase-Glo ATP luminescence, 1 h; Potency, µM (series often up to 57.5 µM), for the others: at the highest dose activity change, negative = inhibition, usual class: inhibitors; hit rate 0.37% among 290,000; AID 1721; further: potency means the concentration at half of the fitted maximal effect
Target sequence (Q27686 whole entry, looked up): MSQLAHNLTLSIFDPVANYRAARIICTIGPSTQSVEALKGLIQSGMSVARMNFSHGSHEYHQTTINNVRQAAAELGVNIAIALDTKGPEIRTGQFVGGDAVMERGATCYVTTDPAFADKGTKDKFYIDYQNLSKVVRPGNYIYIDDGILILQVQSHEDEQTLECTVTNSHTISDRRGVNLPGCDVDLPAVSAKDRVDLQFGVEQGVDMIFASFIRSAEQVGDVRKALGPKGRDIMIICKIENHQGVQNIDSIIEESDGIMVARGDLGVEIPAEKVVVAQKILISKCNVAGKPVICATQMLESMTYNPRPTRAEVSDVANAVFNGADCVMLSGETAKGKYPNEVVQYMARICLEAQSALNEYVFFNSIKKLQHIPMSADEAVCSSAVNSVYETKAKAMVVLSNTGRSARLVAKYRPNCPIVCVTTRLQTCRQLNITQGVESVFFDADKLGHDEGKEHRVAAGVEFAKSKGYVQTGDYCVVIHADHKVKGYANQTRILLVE
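Kinase-Glo luminescence read after 1 h RT reaction of 0.1 nM LmPK with 0.5 mM PEP and 0.1 mM ADP. Activity scaled between uninhibited and enzyme-free controls.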
HCMV inh = inhibitors of human cytomegalovirus | HFF cells, HCMV-luciferase reporter, 72 h; stronger effect = lower value | activity change, negative = inhibition, % at 57.5 µM | hit rate 4.5% among 410,000; in the data active means activity change below about -60%; inconclusive means no clear call, values can overlap the other calls; inactive means above about -39%
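After 16 h attachment at 37C, HFF cells received test compound and HCMV-luciferase (1 PFU/cell); reporter luminescence read 72 h later, data normalized against buffer-only and known inhibitor Salinomycin.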
Tb PYK inh = blocks Trypanosoma brucei pyruvate kinase; hit rate 0.12% among 410,000; AID 624173; Potency, µM (series often up to 76.8 µM), without a hit: at the highest dose activity, negative = inhibition, hits mostly inhibitors; TbPYK enzyme, Kinase-Glo Plus ATP luminescence, 45 min; Q57TT1; further: potency means the concentration at half of the fitted maximal effect; nearly all actives have a fitted effect of over 50% in size
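TbPYK + substrate in 50 mM TEA pH 7.2, 100 mM KCl, 10 mM MgCl2, 0.05% BSA, 0.01% Tween-20; cpd pinned; ADP 130 uM final; 45 min RT; Kinase-Glo Plus 10 min; luminescence endpoint.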
* hit, by the source's call; ? = inconclusive; nt = not tested or not shown; [ ] = dose if it differs, or a comment. Unless noted, the call rests on the fitted dose curve; in most records, active means well fitted curve in the direction sought with a large enough effect; inconclusive means small, poorly fitted or top-dose-only effect, or another doubt; inactive means no such curve, though single readings can be large; an effect the other way counts as inactive or inconclusive. Unless noted, on the % scale 0 is the no-effect control and ±100 the full control effect.

SMILES	HCMV inh	Sm TGR block	AmpC no deterg	AMA1-RON2 inh	Tb PYK inh	LmPK inh	AmpC inh detg
COc1cccc(C(=O)OCC(=O)N2CCC(Cc3ccccc3)CC2)c1OC	28	nt	54%	-3%	-2%	nt	nt
O=S(=O)(NC1CCSc2ccccc21)c1ccccc1 (stereo not given)	-28	-2%	-31%	2%	2%	6%	-7%
CCOc1ccc(S(=O)(=O)Nc2cnc3ccccc3c2)cc1	-79*	16%	-26%	-2%	2%	3%	5%
COc1cc(C(=O)OCC(=O)Nc2c(F)cccc2F)cc(OC)c1C	-24	8%	-3%	-11%	-13%	-5%	4%
NNC(=O)c1ccc([N+](=O)[O-])c(CS(=O)(=O)c2ccc(Cl)cc2)c1	-33	7%	-27%	9%	-16%	2%	3%
CCCCOc1ccc(-c2[nH]ncc2C=O)cc1	18	13%	-11%	17%	6%	1%	4%
Cc1cc(NS(=O)(=O)c2ccc(NS(=O)(=O)c3ccc(CC(C)C)cc3)cc2)nc(C)n1	?	-11%	1%[2.29 µM]	0%	2%	-1%	-9%
CN1CCc2nc3sc(C(=O)NC4CC4)c(N)c3cc2C1	-9	?	1%	-5%	-1%	6%	0%
C=C[C@@H]1c2ccccc2N(S(=O)(=O)c2ccc(C)cc2)[C@H](c2ccc(C(F)(F)F)cc2)C1(C#N)C#N	?	-27%	-25%	0%	3%	nt	5%
CC(=O)C1=CCC(c2cccc3ccccc23)N(S(=O)(=O)c2ccc(C)cc2)C1 (stereo not given)	-39	nt	nt	7%	5%	nt	nt
O=C1CCN(c2ccccc2)N1	20	nt	nt	3%	-16%	nt	nt
CCCCc1ccc(NC(=O)CSc2nc(=O)n(CCCN3CCOCC3)c3c2CCC3)cc1	-22	-12%	202%[activator]	-25%	-5%	nt	?
N/C(=N/OC(=O)c1cccc([N+](=O)[O-])c1)c1cccc([N+](=O)[O-])c1	39	nt	-9%	-20%	-3%	1%	3%
CCOc1ccccc1NS(=O)(=O)c1c(-c2ccc(C)cc2)csc1C(=O)OC	13	4%	nt	nt	1%	nt	24%
COc1ccccc1CNc1nc2ccccc2c2nc(-c3cccc(C)c3)nn12	62	0%	nt	nt	-1%	nt	-6%
CCOC(=O)c1nnn(-c2ccccc2C#N)c1C	11	0%	-11%	0%	2%	-3%	-13%
COC(=O)c1cc(NC(=O)c2cc3sccc3n2Cc2ccc(Cl)cc2)cc(C(=O)OC)c1	8	8%	nt	nt	4%	nt	19%
Cc1nc2nc(SCC(=O)NCc3ccccc3)nn2c(C)c1Cc1ccccc1Cl	-21	6%	nt	nt	8%	nt	7%
COc1ccc(C(=O)C2CCCN(Cc3cnc(N4CCOCC4)s3)C2)c(OC)c1 (stereo not given)	?	-19%	76%[activator]	10%	3%	2%	10%
O=C(O)CCSc1nc2ccccc2n1-c1ccccc1	31	-7%	-18%	-14%	-9%	-1%	-4%
Cc1nn(CC(=O)NCc2ccc(OC(C)C)cc2)c(=O)c2cc3occc3n12	2	-10%	-8%	nt	nt	1%	-2%
CCOc1ccc(NC(=O)c2oc3ccccc3c2NC(=O)Cc2cccs2)cc1	-3	-3%	nt	nt	-6%	nt	7%
CC(C)(C)Cc1nnc(NC(=O)CCc2ccccc2)s1	74	-2%	-25%	0%	-1%	-2%	?
CC(C)(C)c1ccc(C(=O)c2c[nH]c(C(=O)NCc3ccco3)c2)cc1	-2	-3%	-24%	0%	3%	1%	4%
COc1cccc(NC(=O)CN(C)C(=O)CNC(=O)c2ccccc2F)c1	-34	-1%	-3%	-7%	-10%	1%	3%
O=C(N/C(=C\c1cccc(Br)c1)C(=O)N1CCOCC1)c1ccco1	25	-5%	0%	-9%	4%	-5%	-7%
CC1CN(C2=N/C(=C/c3ccc4c(c3)OCO4)C(=O)N2)CC(C)O1 (stereo not given)	-24	1%	-12%	-4%	2%	4%	-3%
COc1c(C)cc(C(=O)C2CCCN(S(=O)(=O)N(C)C)C2)cc1C (stereo not given)	-32	-6%	43%	8%	-1%	0%	?
COc1ccc(CC(=O)NCc2n[nH]c(=S)n2-c2ccc(Br)cc2)cc1	-22	6%	-19%	52%[activator]	?	?	6%
CC1CC(=S)Nc2ccccc2N1Cc1ccccc1 (stereo not given)	-23	-2%	-31%	2%	-2%	2%	-3%

Single values from the list.
Entry for CC(=O)C1=CCC(c2cccc3ccccc23)N(S(=O)(=O)c2ccc(C)cc2)C1 (stereo not given) under HCMV inh: -39
Entry for COc1ccc(C(=O)C2CCCN(Cc3cnc(N4CCOCC4)s3)C2)c(OC)c1 (stereo not given) under Sm TGR block: -19%
Entry for Cc1cc(NS(=O)(=O)c2ccc(NS(=O)(=O)c3ccc(CC(C)C)cc3)cc2)nc(C)n1 under Sm TGR block: -11%
Entry for O=C(N/C(=C\c1cccc(Br)c1)C(=O)N1CCOCC1)c1ccco1 under LmPK inh: -5%
Entry for Cc1nc2nc(SCC(=O)NCc3ccccc3)nn2c(C)c1Cc1ccccc1Cl under HCMV inh: -21

Additional results follow:
SMILES	HCMV inh	Sm TGR block	AmpC no deterg	AMA1-RON2 inh	Tb PYK inh	LmPK inh	AmpC inh detg
COc1ccc(/C=N/NC(=O)Cn2cnc3c2c(=O)n(C)c(=O)n3C)cc1	35	10%	11%	-5%	0%	-3%	-2%
C/C(CC(=O)NCc1ccccc1)=N\NC(N)=S	-16	-4%	-15%	86%[activator]	-2%	-7%	-4%
C1=C(c2ccccc2)CCN(c2nc3ccccc3n3cnnc23)C1	-2	3.5µM*	1%	-1%	1%	6%	-8%
Cc1cc(C)c(NC(=O)C2CC(=O)N(C3CCCC3)C2)c(C)c1 (stereo not given)	-72*	nt	-6%	-3%	7%	nt	nt
Cc1ccc(NC(=S)NCc2cccs2)c(C)c1	-27	-11%	-29%	16%	3%	-6%	2%
COc1ccc(S(=O)(=O)Nc2cccc(-c3ccc(N4CCOCC4)nn3)c2)cc1F	44	1%	nt	nt	0%	nt	0%
CC(CNCC1CCCO1)COc1ccccc1 (stereo not given)	46	-3%	-12%	?	0%	-6%	-1%
COc1ccccc1Cn1c(SCC(N)=O)nc2c(oc3ccccc32)c1=O	?	-1%	-1%	5%	3%	1%	0%
CC(C)Cc1ccc(S(=O)(=O)N2CCN(c3ccccn3)CC2)cc1	-20	3%	-18%	4%	-3%	-1%	2%
CN(C(=O)CNC(=O)OCc1ccccc1)c1ccc(Br)cc1C(=O)c1ccccc1Cl	?	-2%	-6%	-7%	1%	5%	0%
COC(=O)c1ccc(NC(=S)NC2CC3CCC2C3)cc1 (stereo not given)	?	-15%	-30%	-20%	-13%	2%	1%
O=C(Nc1ccccc1Cl)C1CC(=O)N(c2ccccc2)C1 (stereo not given)	-2	6%	-24%	-4%	2%	11%	11%
Cc1ccc(NC(=O)Cn2nc(C)c3nn(-c4ccc(Cl)cc4)c(C)c3c2=O)cc1C	29	-6%	nt	nt	-11%	nt	8%
Cc1ccc(NC(=O)CSCC(=O)N(C)CC(=O)Nc2c(C)cccc2C)cc1	-2	nt	nt	7%	-7%	nt	nt
Cc1nn(-c2cccc(C(F)(F)F)c2)c(Cl)c1/C=N/n1cnnc1	5	7%	35%	-1%	-10%	-1%	?
CCN(CC)C(=O)[C@H]1C[C@H](CC(=O)NCCCOC)C(=O)N2CCc3c([nH]c4cc(-c5ccco5)ccc34)[C@]12C	7	nt	259%[activator]	-26%	4%	nt	nt
CC(C(=O)NCc1ccc(F)cc1)n1ccc2cc(S(=O)(=O)N3CCCC3)ccc21 (stereo not given)	-28	0%	-40%	2%	2%	7%	-14%
CC1CCc2sc(-c3n[nH]c(=S)o3)cc2C1 (stereo not given)	53	12%	-17%	76%[activator]	?	?	3%
Cn1c(=O)[nH]c(=O)c2c1nc(SCC(=O)O)n2CCc1ccccc1	-8	0%	-9%	0%	?	11%	-1%
CCc1ccc(NC(=O)C2CCC(CNC(=O)[C@@H]3Cc4ccccc4CN3)CC2)cc1 (stereo not given in full)	0	-3%	77%[activator]	-4%	5%	-2%	0%
Cc1ccccc1Cn1cc(S(=O)(=O)CC(=O)Nc2nccs2)c2ccccc21	-76*	-33%	-46%	27%	1%	0%	1%
CCCN(C(=O)Cc1coc2cc(C)c(C)cc12)c1c(N)n(Cc2ccccc2)c(=O)[nH]c1=O	-5	4%	-9%	-4%	0%	nt	-18%
CCC1CCCCN1C(=O)c1ccc2c(c1)C(=O)N(c1ccc(C)cc1)C2=O (stereo not given)	-10	-10%	2%	5%	-3%	-6%	4%
Cc1cc(CN(C)Cc2ccc(OCC(O)CN(C)Cc3ccccc3)cc2)on1 (stereo not given)	-13	-18%	34%	-7%	-4%	4%	7%
CCN1C(=O)[C@H]2[C@@H](c3ccc(-c4ccc(C(C)=O)cc4)cc3)N3CCCC[C@@]3(C(=O)OC)[C@H]2C1=O	12	-15%	34%	1%	-4%	nt	?
O=C(NCCc1ccccc1)c1ccc(CSc2nc3cccnc3n2Cc2ccccc2)cc1	-3	1%	nt	nt	2%	nt	5%
O=C(NCC(=O)N(c1ccccc1)C(C(=O)NC1CCCCC1)c1cccnc1)c1ccco1 (stereo not given)	-2	-8%	0%	1%	4%	-5%	-15%
CCOc1ccc2nc(N3CCCC(C(=O)Nc4ccccc4CC)C3)sc2c1 (stereo not given)	27	0%	nt	nt	-1%	nt	0%
CCc1ccc(C(=O)OCC(=O)Nc2c(C)n(C)n(-c3ccccc3)c2=O)cc1	-35	nt	nt	-3%	0%	nt	nt
CCOC(=O)c1cc2c(=O)n3ccccc3nc2n(C)c1=NC(=O)c1c(-c2ccccc2Cl)noc1C	-1	2%	nt	nt	0%	nt	6%
O=C(Nc1ccc(N2CCOCC2)c(Cl)c1)c1ccc(F)cc1	-27	1%	-41%	-1%	-5%	-4%	-6%
COc1ccc(NC(=O)CCCN2C(=O)CCn3nc(-c4cn(C)c5ccccc45)cc32)cc1OC	-29	-3%	nt	nt	-3%	nt	22%

Molecules above with a CF3 group (2):
SMILES	HCMV inh	Sm TGR block	AmpC no deterg	AMA1-RON2 inh	Tb PYK inh	LmPK inh	AmpC inh detg
C=C[C@@H]1c2ccccc2N(S(=O)(=O)c2ccc(C)cc2)[C@H](c2ccc(C(F)(F)F)cc2)C1(C#N)C#N	?	-27%	-25%	0%	3%	nt	5%
Cc1nn(-c2cccc(C(F)(F)F)c2)c(Cl)c1/C=N/n1cnnc1	5	7%	35%	-1%	-10%	-1%	?
